A549 tox: Nrf2 qHTS screen for inhibitors: counterscreen for cytotoxicity; Potency, µM (doses to about 46 µM), inactives show top-dose activity change, negative = cytotoxicity, most hits filed as inhibitors; A549 ARE-Fluc cells, CellTiter-Fluor viability, 18-24 h; 390,000 tested, 0.16% active; also: % is scaled to controls: 0 for no effect and ±100 for the full control effect
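A549 ARE-Fluc cells in 5% FBS OPTI-MEM, 5000 cells/well, rested 2 h then exposed to compounds in concentration-response for 18-24 h at 37 °C. Viability by CellTiter-Fluor fluorescence (Ex 405/Em 525) after 30 min; luciferase luminescence (BugLite, 15 min, RT) read afterwards.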
HepG2 viability: qHTS for Inhibitors of TGF-b: Cytotox Counterscreen; Potency, µM (doses to about 46.1 µM), for inactives: at the top dose activity change, negative = cytotoxicity, actives largely listed as cytotoxic; HepG2 CAGA-GFP viability, ATP luminescence, 18 h; 410,000 tested, 0.76% active; also: some results filed as inactive show a strong effect at the top dose
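CellTiter-Glo luminescence gave cytotoxicity after 18 hours at 37 degrees C. The cells were HepG2 CAGA-GFP in 1% FBS DMEM, stimulated with 500 pg/mL TGF-beta after compound addition. %Activity was normalised to no-cell wells (complete cell-killing) and DMSO (no toxicity), and curves were fitted and classified.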
TGFb SMAD3 inh: qHTS for Inhibitors of TGF-b; HepG2 CAGA-GFP TGF-b/SMAD3 reporter, GFP fluorescence, 18 h; TGF-beta stimulated, 500 pg/mL final; Potency, µM (highest dose often 46.1 µM), for the others: at the top dose activity, negative = inhibition, actives largely listed as inhibitors; 410,000 tested, 1.2% active; AID 588855, 2011; also: % is scaled to controls: 0 for no effect and ±100 for the full control effect; nearly all actives have a fitted effect of over 65% in size
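First, reporter cells (HEPG2 CAGA-GFP) rested 2 h at 37 degrees C. Next, compounds were pinned in and TGF-beta added to 500 pg/mL final. After 18 h, GFP was imaged per cell and summed per well.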
ATXN2 expr inh: Primary qHTS for Inhibitors of ATXN expression; AID 1745845, 2022; 360,000 tested, 0.72% active; Potency, µM (titrated, usually from 57 µM), for the others: at the top dose activity change, negative = inhibition, hits mostly inhibitors; HEK-293 ATXN2-luciferase reporter, luminescence, 24 h; also: % is scaled to controls: 0 for no effect and ±100 for the full control effect; nearly all actives have a fitted effect of over 55% in size
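ATXN2-luciferase reporter cells (luciferase flanked by upstream and downstream ATXN2 gene portions) were treated 24 h at 37 °C with compounds at up to 57 uM. SteadyGlo luminescence gave expression; GF-AFC fluorescence gave viability.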
ATXN viability: Viability Counterscreen for Primary qHTS for Inhibitors of ATXN expression; AID 651635, 2014; 400,000 tested, 0.49% active; Potency, µM (doses to about 56.7 µM), usual class: cytotoxic; S2 cells (HEK-293 line with an ATXN2-luciferase reporter) viability, CellTiter-Fluor protease fluorescence, 24 h; also: nearly all actives have a fitted effect of over 40% in size
Nrf2 block: Nrf2 qHTS screen for inhibitors | A549 ARE-Fluc reporter, luciferase luminescence, 18-24 h | Potency, µM (top dose mostly 46 µM), without a hit: at the top dose activity change, negative = inhibition, hits mostly inhibitors | 360,000 tested, 2.1% active; also: % is scaled to controls: 0 for no effect and ±100 for the full control effect; nearly all actives have a fitted effect of over 60% in size
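Cells were seeded and rested 2 h, then exposed to compounds for 18-24 h. CellTiter-Fluor was read first as a viability measure. BugLite was added 15 min before the final luminescent read of ARE-luciferase activity in A549 cells.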
EPAC2 antagonist: qHTS for Antagonist of cAMP-regulated guanine nucleotide exchange factor 2 (EPAC2): primary screen. AID 720708, 2013. 360,000 tested, 0.18% active. Potency, µM (doses to about 114 µM), without a hit: at the top dose activity, negative = inhibition, actives largely listed as inhibitors. EPAC2 GEF exchange of Rap1B-BODIPY-GDP, fluorescence. Rap guanine nucleotide exchange factor 4 (Homo sapiens), Q8WZA2; also: % is scaled to controls: 0 for no effect and ±100 for the full control effect; nearly all actives have a fitted effect of over 45% in size; many of its hits are not listed in these tables
Target sequence (Q8WZA2 whole entry, looked up): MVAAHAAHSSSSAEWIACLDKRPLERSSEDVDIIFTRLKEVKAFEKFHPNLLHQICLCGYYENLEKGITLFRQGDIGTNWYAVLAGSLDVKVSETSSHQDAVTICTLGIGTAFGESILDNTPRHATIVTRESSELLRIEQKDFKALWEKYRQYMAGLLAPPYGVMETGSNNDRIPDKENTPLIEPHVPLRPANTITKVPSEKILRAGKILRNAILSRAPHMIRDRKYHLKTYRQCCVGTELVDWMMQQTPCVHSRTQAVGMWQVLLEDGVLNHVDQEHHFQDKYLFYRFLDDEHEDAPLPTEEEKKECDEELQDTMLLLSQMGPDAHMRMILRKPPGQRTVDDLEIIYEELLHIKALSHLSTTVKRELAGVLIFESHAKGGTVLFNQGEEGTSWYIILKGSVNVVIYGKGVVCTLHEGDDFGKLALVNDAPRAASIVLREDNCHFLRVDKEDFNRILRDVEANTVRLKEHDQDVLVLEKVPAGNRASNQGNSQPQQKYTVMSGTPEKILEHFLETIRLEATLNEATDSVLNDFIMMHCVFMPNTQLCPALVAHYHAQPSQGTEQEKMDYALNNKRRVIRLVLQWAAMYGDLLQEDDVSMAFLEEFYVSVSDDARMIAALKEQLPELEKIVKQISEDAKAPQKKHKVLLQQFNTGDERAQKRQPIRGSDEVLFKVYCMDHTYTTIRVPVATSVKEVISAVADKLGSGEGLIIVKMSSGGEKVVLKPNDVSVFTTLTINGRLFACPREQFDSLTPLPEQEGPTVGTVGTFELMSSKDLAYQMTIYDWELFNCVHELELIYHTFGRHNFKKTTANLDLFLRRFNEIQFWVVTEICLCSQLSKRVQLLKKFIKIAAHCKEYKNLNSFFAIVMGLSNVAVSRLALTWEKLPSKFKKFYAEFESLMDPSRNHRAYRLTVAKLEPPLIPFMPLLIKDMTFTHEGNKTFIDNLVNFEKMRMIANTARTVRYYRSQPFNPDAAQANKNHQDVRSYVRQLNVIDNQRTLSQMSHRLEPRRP
Nrf2 activator: qHTS of Nrf2 Activators. AREc32 ARE-luciferase reporter (MCF7-derived line), luminescence, 24 h. Potency, µM (top dose mostly 46.1 µM), for inactives: at the highest dose activation, most hits filed as activators. 410,000 tested, 0.31% active. AID 624171, 2012; also: % of control where 0% means no effect; nearly all actives have a fitted effect of over 65% in size
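AREc32 cells carrying an ARE-driven firefly luciferase, 1000 cells/well in OPTI-MEM with 5% FBS, dosed after overnight attachment and incubated 24 hr at 37 deg C. Steady-Glo luminescence read after 30 min at RT.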
MCF10A rerep: A quantitative high throughput screen for small molecules that induce DNA re-replication in MCF 10a normal breast cells | MCF 10A DNA re-replication, Hoechst nuclear intensity, 48 h | Potency, µM (series often up to 46.1 µM), for the others: at the highest dose activity, positive = re-replication, hits mostly activators | 350,000 tested, 2.9% active; also: % of control where 0% means no effect; nearly all actives have a fitted effect of over 50% in size
An asterisk follows results filed as active; i = inactive; ? = inconclusive; . = no result given; & = joins results of further samples; [ ] = remark or other dose. Calls follow the shape of the dose curve; as a rule, active = well fitted curve in the direction sought with a large enough effect; inconclusive = small, poorly fitted or top-dose-only effect, or another doubt; inactive = no such curve, though single readings can be large; an effect the other way counts as inactive or inconclusive. Potency is read from the fitted curve at half-maximal effect. These rows are one share of the data; rates above refer to the full screens.

mol,A549 tox,HepG2 viability,TGFb SMAD3 inh,ATXN2 expr inh,ATXN viability,Nrf2 block,EPAC2 antagonist,Nrf2 activator,MCF10A rerep
COc1cccc2c(=O)n(CC(=O)NCCc3ccccc3)ccc12,-1%,7%,0%,8%,i,4%,-14%,-0.5%,6%
COc1ccc(C(=O)NNC(=S)NC(=O)C(C)(C)C)cc1,-13%,14%,5%,?,?,?,-3%,6.5%,1%
O=C(Nc1ccc(N2CCOCC2)c(F)c1)c1ccncc1,-16%,-1%,20%,-1%,i,0%,8%,-0.7%,-3%
CC1CN(C(=O)COC(=O)[C@@H]2CC(O)CN2S(=O)(=O)c2ccc3c(c2)OCCO3)CC(C)O1 (some centres not stated),-1%,9%,-5%,-12%,i,6%,13%,0.3%,21%
O=C(NCc1ccc(Cl)nc1)c1csc([C@@H]2O[C@H](CO)[C@H](O)[C@H](O)[C@H]2O)n1,.,-3%,2%,6%,i,.,10%,0.1%,.
COc1ccc(C(CNC(=O)Cc2c(F)cccc2Cl)N2CCCCC2)cc1 (configuration not stated),1%,0%,8%,5%,i,0%,-5%,4.9%,?
COc1ccc(-c2onc(C)c2-c2ccccc2)c(O)c1,-24%,-30%,-19%,-17%,?,-19%,1%,-0.8%,?
Cc1onc(-c2ccccc2)c1C(=O)N/N=C/c1cccc(O)c1,1%,-26%,-25%,-16%,i,0%,-4%,0.0%,8%
CC(=O)c1ccc(OCc2cc(C(=O)N3CCCCC3c3cccnc3)no2)cc1 (configuration not stated),9%,-16%,-4%,15%,i,-2%,-1%,7.0%,17%
COc1ccc(CCC(=O)OCC(=O)Nc2c(C)n(C)n(-c3ccccc3)c2=O)cc1,-1%,-6%,10%,.,.,16%,1%,0.1%,8%
O=C(COC(=O)c1n[nH]c2ccccc12)c1cc(F)ccc1F,-1%,-7%,20%,-14%,i,?,-19%,5.7%,2%
CCOC(=O)COc1cccc2c(=O)n(CC(=O)N3CCCc4ccccc43)ccc12,4%,-37%,-15%,-6%,i,7%,-1%,0.1%,-1%
COc1ccc(Cl)cc1NC(=O)Cc1coc2c(C)c(C)ccc12,1%,-28%,?,?,i,?,.,5.0%,.
COc1ccc2[nH]c3ccc(OC)cc3c2c1,-6%,2%,-3%,12%,i,9%,2%,20%,?
CN(C)S(=O)(=O)c1cccc(C(=O)OCC(=O)N2CCCC2=O)c1,6%,-29%,-6%,11%,?,3%,6%,-0.5%,-16%
O=C(NCc1cccs1)c1nn(-c2ccccc2)nc1CO,-7%,-25%,0%,.,.,?,.,0.5%,.
Cc1cccc(CS(=O)(=O)CC2Nc3ccc(C(=O)NCc4ccccc4Cl)cc3NC2=O)c1 (configuration not stated),17%,-33%,?,.,.,.,.,-0.8%,.
N#CC(=C1NC(=O)c2ccccc21)c1nc2ccccc2n1CCO,.,7%,?,.,i,.,41%[activator],-5.0%,.
Cc1ccc(C23CC4CC(CC(NC(=O)NN)(C4)C2)C3)cc1,-4%,-31%,-24%,.,?,-1%,-11%,0.2%,-5%
COC(=O)c1ccc(NC(=O)CSc2nncn2-c2cccnc2)cc1,10%,-13%,4%,5%,i,3%,-11%,-0.5%,-2%
O=C(c1cc[n+]([O-])cc1)N1CCCC(N2CCN(c3cccc(C(F)(F)F)c3)CC2)C1 (configuration not stated),12%,-13%,-16%,-16%,i,7%,2%,-0.1%,2%
COc1cccc(C(O)c2nc3ccccc3n2C)c1 (configuration not stated),2%,-23%,16%,-4%,i,-8%,2%,-0.6%,0%
COc1ccc(Nc2nc3nonc3nc2N2CCCCC2)cc1,-10%,2%,1%,-4%,i,26µM*,-27%,3.9%,17%
CC(C)CCN(C(=O)c1ccc(N2CCCC2=O)cc1)c1c(N)n(Cc2ccccc2)c(=O)[nH]c1=O,-10%,10%,-2%,7%,i,16%,9%,0.3%,1%
Cc1ccc(NC(=O)C(C)N2CCCC2)cc1Cl (configuration not stated),-8%,3%,13%,-6%,?,0%,4%,-0.5%,6%
CCOC(=O)c1c(C)[nH]c(C)c1S(=O)(=O)NCC(=O)Nc1cc(Cl)ccc1OC,-1%,-21%,-27%,-1%,i,-8%,.,-0.8%,.
O=C(NCc1ccccc1F)C1CCN(Cc2cc3ccccc3n2Cc2cccc(Cl)c2)CC1,-5%,-25%,-10%,8%,i,.,.,7.3%,.
O=C(COC(=O)c1ccco1)c1ccc(F)cc1,4%,2%,-7%,11%,i,20%,6%,11%,0%
COc1cc2nc(Cl)nc(NCCO)c2cc1OC,7%,41%,18%,-34%,i,-21%,-9%,-0.2%,-1%
CCn1c2ccccc2c2cc(/C=C(/C#N)C(N)=S)ccc21,-3%,-57%,4µM*,3.5µM*,?,-12%,5%,6.5%,?
CCOC(=O)CSc1nc2sc3c(c2c(=O)n1-c1ccccc1)CC(C(C)C)OC3 (configuration not stated),-1%,-15%,15%,2%,i,0%,.,-0.2%,.
CN(Cc1ccc(F)cc1)S(=O)(=O)c1nnc(NC(=O)c2ccccc2)s1,-1%&-1%,-26%&-36%,?,-11%,i,-12%&-2%,2%,2.1%&0.9%,?
CC1(C)CN(Cc2cccnc2)C(=O)[C@H]1CC(=O)Nc1ccc(Br)cc1,.,-26%,6%,-2%,i,.,1%,0.5%,.
O=C(CCN1CCOCC1)c1ccc(Br)cc1,4%,-34%,?,?,?,8%,12%,?,9.2µM*
O=C(CSc1ncnc2c1cnn2-c1ccc(Cl)cc1)NCc1ccc2c(c1)OCO2,-10%,37%,18%,4%,i,-5%,3%,0.0%,9%
O=C(Nc1ccccn1)c1cc(-c2ccc(Cl)s2)nc2ccccc12,4%,-15%,-16%,.,i,?,-5%,8.4%,21µM*
CCN(CC)C(=O)Cn1c(SCCOc2ccc(Cl)cc2)nc2ccccc21,-17%,-8%,?,-25%,?,-24%,.,7.9%,.
CSc1ccc(S(=O)(=O)Nc2c(C)n(C)n(-c3ccccc3)c2=O)cc1,13%,1%,8%,6%,?,13%,3%,0.3%,-2%
O=[N+]([O-])c1ccccc1CNC(Cc1ccccc1)c1ccccc1 (configuration not stated),-5%,-29%,-19%,6%,i,-8%,-3%,-0.8%,-10%
Cc1ccc(C)c(N2CCN(C(=O)c3cc(S(=O)(=O)N4CCCCCC4)cn3C)CC2)c1,-8%,-3%,?,?,?,.,.,3.1%,.
O=C(CSc1nnc2c(n1)[nH]c1ccc(F)cc12)NCc1ccc(F)cc1,1%,31%,4%,-7%,i,3%,-5%,-0.3%,7%
O=[N+]([O-])c1ccc(N/N=C2\CC3CC=CC23)c([N+](=O)[O-])c1 (configuration not stated),?,-29%,?,-11%,i,23µM*,-6%,4.1%,?
CC(C)c1ccccc1NC(=S)NCc1nc2ccccc2[nH]1,-7%,-2%,-9%,-9%,i,?,-13%,2.2%,-7%
CCOC(=O)[C@H]1[C@H]2COc3ccc(Br)cc3[C@@H]2N2C(=O)N(c3ccccc3)C(=O)[C@@]12C,-2%,-9%,-30%,-21%,i,-6%,-7%,0.4%,8%
COc1ccc(OC)c(-n2c(SCC(=O)NCc3ccco3)nnc2-c2c[nH]c3ccccc23)c1,-14%,-15%,2%,-5%,?,-4%,2%,-0.6%,-1%

Entries of single compounds, looked up by structure.
Listed for CCOC(=O)[C@H]1[C@H]2COc3ccc(Br)cc3[C@@H]2N2C(=O)N(c3ccccc3)C(=O)[C@@]12C → A549 tox: -2%; HepG2 viability: -9%; TGFb SMAD3 inh: -30%; ATXN2 expr inh: -21%; ATXN viability: i; Nrf2 block: -6%; EPAC2 antagonist: -7%; Nrf2 activator: 0.4%; MCF10A rerep: 8%
Listed for O=C(CSc1nnc2c(n1)[nH]c1ccc(F)cc12)NCc1ccc(F)cc1 → A549 tox: 1%; HepG2 viability: 31%; TGFb SMAD3 inh: 4%; ATXN2 expr inh: -7%; ATXN viability: i; Nrf2 block: 3%; EPAC2 antagonist: -5%; Nrf2 activator: -0.3%; MCF10A rerep: 7%

(next part)
mol,A549 tox,HepG2 viability,TGFb SMAD3 inh,ATXN2 expr inh,ATXN viability,Nrf2 block,EPAC2 antagonist,Nrf2 activator,MCF10A rerep
COc1cccc2cc(C(=O)N3CCc4ccccc4C3)c(=O)oc12,1%,-3%,0%,85%[activator],i,?,8%,?,-1%
COc1cc2nc(Nc3ccc(C)c(C)c3)nc(N)c2cc1OC,?,-68%&-101%,?,?,?,13%&9%,-11%,5.0%&-3.2%,?
COc1cc(S(=O)(=O)NCCc2ccc3c(c2)OCO3)ccc1-n1cnnn1,7%,-12%,0%,6%,i,-15%,-2%,-0.3%,0%
Cc1cc(SCC(=O)OCC(=O)NCC2CCCO2)c(C)cc1Br (configuration not stated),4%,6%,-1%,.,i,-1%,-21%,-0.3%,17%
O=C(Cc1ccc(Br)c2ccccc12)N/N=C/c1ccccn1,?,3%,?,-38%[11.3 µM],i,?,?,4.3%,15%
COc1cc(/C=N/NC(=O)c2sc(N)c(C#N)c2C)cc(Br)c1O,-3%,-1%,-12%,0%,i,1%,-6%,8.7%,?
Cc1cc(C)cc(OCC(=O)O/N=C(\N)c2cccnc2)c1,5%,-67%,0%,2%,i,?,-2%,0.4%,0%
c1cnc(SCCOc2ccc3c(c2)CCC3)nc1,-5%,-31%,0%,77%[activator],i,?,-8%,-0.3%,-51%[0.0737 µM]
CC(Sc1ncnc2ccccc12)C(=O)Nc1ccc2c(c1)OCCO2 (configuration not stated),3%,-27%,?,49%[activator],i,?,-6%,1.9%[9.22 µM],9%
COc1cccc(C2(O)CCN(CC(=O)NCC3CC3)CC2)c1,3%,9%,8%,-19%,i,-5%,1%,-0.4%,-1%
Cn1c(=O)c2nc3ccccc3nc2n(C)c1=O,1%,5%,2%,-20%,i,11%,4%,-0.5%,0.73µM*

Source: PubChem BioAssay
